Screening data from PubChem.
KCNK9 block = KCNK9 potassium channel inhibitors, primary screen, HEK293 cells, thallium flux; B-score at 10 µM; FluxOR thallium flux fluorescence; stronger effect = lower value; AID 488922, 2010; Potassium channel subfamily K member 9 (Homo sapiens), Q9NPC2; actives 1.2% (n = 310,000);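 active = ratio B-score over 3 SD below the library mean, with starting fluorescence within 5 SD of its mean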;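 also: negative B-score means less thallium flux so channel inhibition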
KCNQ1 block = inhibitors of human KCNQ1 channel, primary screen, cell-based, thallium flux, high-throughput; Potassium voltage-gated channel subfamily KQT member 1 (Homo sapiens), P51787; CHO-K1 KCNQ1, FluxOR thallium flux fluorescence; stronger effect = higher value; B-score at 10 µM; actives 1.3% (n = 310,000);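 active = compounds whose thallium flux B-score, printed positive for inhibition, exceeds three library SD while starting fluorescence stays within three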;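 also: channel opened by potassium depolarization with thallium stimulus after 20 min compound exposure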
Target sequence (P51787 whole entry, looked up): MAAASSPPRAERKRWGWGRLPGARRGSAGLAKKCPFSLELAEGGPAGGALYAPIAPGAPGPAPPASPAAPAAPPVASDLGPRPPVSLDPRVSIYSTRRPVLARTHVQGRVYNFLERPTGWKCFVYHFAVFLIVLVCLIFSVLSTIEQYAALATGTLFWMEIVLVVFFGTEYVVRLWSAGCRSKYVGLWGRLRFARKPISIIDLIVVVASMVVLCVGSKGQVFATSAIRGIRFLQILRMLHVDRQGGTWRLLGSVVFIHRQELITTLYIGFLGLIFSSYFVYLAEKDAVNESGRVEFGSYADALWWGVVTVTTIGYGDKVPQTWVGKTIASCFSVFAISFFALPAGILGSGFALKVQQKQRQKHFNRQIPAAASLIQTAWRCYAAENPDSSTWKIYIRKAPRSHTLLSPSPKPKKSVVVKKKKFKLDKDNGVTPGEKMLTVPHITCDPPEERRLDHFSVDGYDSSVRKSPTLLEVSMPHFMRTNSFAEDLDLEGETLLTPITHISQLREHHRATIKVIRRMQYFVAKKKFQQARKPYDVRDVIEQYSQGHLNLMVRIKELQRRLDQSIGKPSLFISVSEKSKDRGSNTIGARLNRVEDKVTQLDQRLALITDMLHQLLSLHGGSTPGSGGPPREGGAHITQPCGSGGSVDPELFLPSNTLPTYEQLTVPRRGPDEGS
Dyrk1A ADPGlo = rat Dyrk1A kinase inhibitors, primary screen, biochemical, single point, plate reader. inhibition, % at 12.5 µM. AID 504441, 2011. ADP-Glo luminescence, NFATc1 peptide. actives 0.43% (n = 310,000). Dual specificity tyrosine-phosphorylation-regulated kinase 1A (Rattus norvegicus), Q63470; in the data active = inhibition above about 50%;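 also: plate controls were vehicle with enzyme for no effect and no enzyme for full effect; many of its hits are not listed in these tables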
hERG rescue = hERG rescue from dofetilide block, primary screen, cell-based, CHO-hERG, FluxOR thallium flux, dofetilide IC70. Voltage-gated inwardly rectifying potassium channel KCNH2 (Homo sapiens), Q12809. dofetilide IC70 present. activation (rescue from dofetilide block), less the hit threshold, % at 10 µM. actives 0.51% (n = 310,000);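 active = activation above the mean of controls blocked by dofetilide plus 5 SD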;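 also: thallium influx through hERG after potassium depolarization seen as dye fluorescence rise; in these data hits start at about 4.7%; inactives centre near -7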
TRPC4 PAM = positive allosteric modulators of TRPC4, primary screen, cell-based, mouse TRPC4beta, HEK293 mu-opioid, Fluo-4 calcium; B-score at 10 µM; DAMGO EC20, Fluo-4 Ca2+ flux; stronger effect = higher value; Short transient receptor potential channel 4 (Mus musculus), Q9QUQ5; actives 0.42% (n = 310,000);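 active = B-score of calcium response area above 5 SD of library B-scores, with initial fluorescence ratio within 5 SD of library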;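 also: B-score of integrated fluorescence ratio over time as area under calcium response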
TRPC4 agonist = activators of mouse TRPC4 channel, primary screen, Fluo4 calcium, HEK293 TRPC4beta/mu-opioid cells. Fluo4 calcium fluorescence; stronger effect = higher value. B-score at 10 µM. actives 0.49% (n = 310,000). AID 2237, 2010;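 active = B-score above 5 SD of library B-scores, and initial fluorescence ratio not above library mean plus 5 SD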;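 also: positive B-score marks a calcium rise read as TRPC4 activation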
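Test system: HEK293 cells stably co-expressing mouse TRPC4beta and mu-opioid receptor | Schedule: Fluo4 dye loading 45 min at room temperature, 110 s recording | Measured by: Kinetic Fluo4 calcium fluorescence, 5 s baseline at 1 Hz | Evaluation: B score of integrated ratio | Controls: Buffer (low) and maximal DAMGO (high)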
TMEM16A act = TMEM16A chloride channel activators or potentiators, primary screen, cell-based, HTS; Anoctamin-1 (Mus musculus), Q8BHY3; HEK293 TMEM16A/YFP-H148Q/I152L, iodide quench fluorescence; stronger effect = lower value; actives 0.3% (n = 340,000); B-score at 10 µM; AID 623877, 2012;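 active = fluorescence-ratio B-score plate-corrected deviation score at least 3 library SD below zero, with starting fluorescence score within 5 deviations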;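 also: channel opened by trigger with iodide after compound preincubation; score built on the fluorescence ratio of max minus min over baseline; more negative score means more quench and so TMEM16A activation or potentiation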
KCNK3 block = human KCNK3 channel inhibitors, primary screen, CHO cells, FluxOR thallium flux, B-score; Potassium channel subfamily K member 3 (Homo sapiens), O14649; FluxOR fluorescence; stronger effect = lower value; B-score at 10 µM; actives 0.84% (n = 340,000);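 active = B-score under library mean minus 4 SD, starting fluorescence ratio at most library mean plus 5 SD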;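 also: more negative B-score means stronger inhibition of thallium flux through KCNK3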
Target sequence (O14649 whole entry, looked up): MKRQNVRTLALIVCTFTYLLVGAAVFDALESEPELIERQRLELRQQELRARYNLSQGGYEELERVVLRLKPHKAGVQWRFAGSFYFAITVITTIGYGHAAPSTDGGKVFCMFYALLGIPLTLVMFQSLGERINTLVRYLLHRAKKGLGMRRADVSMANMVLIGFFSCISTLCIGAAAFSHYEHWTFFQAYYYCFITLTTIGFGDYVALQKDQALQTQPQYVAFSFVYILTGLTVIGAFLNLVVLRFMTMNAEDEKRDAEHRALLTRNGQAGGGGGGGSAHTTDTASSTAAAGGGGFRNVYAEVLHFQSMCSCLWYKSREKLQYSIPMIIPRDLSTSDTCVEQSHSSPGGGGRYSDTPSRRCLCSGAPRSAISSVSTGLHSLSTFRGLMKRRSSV
ANO1 block = TMEM16A chloride channel inhibitors, primary screen, cell-based, HTS | Anoctamin-1 (Mus musculus), Q8BHY3 | HEK293 TMEM16A/YFP iodide influx fluorescence, ionomycin | normalized B-score (activity score, 25-100; higher = stronger inhibition) at 10 µM | actives 1.2% (n = 310,000) | AID 588511, 2011;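 active = ratio plate-corrected score three or more library SD toward inhibition, starting fluorescence score within five deviations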;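 also: score derived from kinetic fluorescence span divided by baseline fluorescence per well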
KCNQ1 act = potentiators or activators of KCNQ1 channel, primary screen, cell-based, thallium flux, high-throughput | Potassium voltage-gated channel subfamily KQT member 1 (Homo sapiens), P51787 | CHO-K1 KCNQ1, thallium flux FluxOR fluorescence; stronger effect = higher value | B-score at 10 µM | actives 0.35% (n = 310,000);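 active = fluorescence ratio B-score, a plate-corrected score, at least three library SD, with initial intensity B-score within 5 SD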
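assay system = KCNQ1-transfected CHO-K1 cells | medium = assay buffer with matched DMSO | probe or stimulus = depolarizing K+/Tl+ stimulus, K2SO4 and Tl2SO4 each 12.5 mM in 5x stock | dosing = single dose | incubation = dye 90 min, compound 20 min, room temperature | detection = kinetic FluxOR fluorescence, 10 s baseline plus 110 s post-stimulus | evaluation = ratio B score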
HDAC3 inh = HDAC3 deacetylase inhibitors, primary screen, biochemical, fluorescence, cell-free homogeneous; recombinant HDAC3, fluorogenic peptide/trypsin coupled; actives 0.15% (n = 320,000); Histone deacetylase 3 (Homo sapiens), O15379; AID 2718, 2010; inhibition, % at 8.3 µM; in the data active = inhibition above about 26%, passing the limit was not always enough
Numbers without * were called inactive; i = inactive; . = not tested or not shown. An excerpt (hit frequency here may not be typical).

Under each structure – KCNK9 block	KCNQ1 block	Dyrk1A ADPGlo	hERG rescue	TRPC4 PAM	TRPC4 agonist	TMEM16A act	KCNK3 block	ANO1 block	KCNQ1 act	HDAC3 inh
- NS(=O)(=O)c1ccc(CNC(=O)/C=C/c2cccc(Cl)c2)cc1
    i	i	1	-4	i	i	i	i	i	i	-1
- Cc1ccc(NC(=S)N2CCN(S(=O)(=O)c3ccc(F)cc3)CC2)cc1
    i	i	1	-10	i	i	i	i	i	i	8
- CC(=O)Oc1ccc(C2(C)CC(C)(C)Oc3cc(OC(C)=O)ccc32)c(OC(C)=O)c1 (stereo not given)
    i	i	7	-6	i	i	i	i	i	i	3
- Cc1ccc(C)c(S(=O)(=O)N2CCN(C(=O)c3sccc3C)CC2)c1
    i	i	.	-15	i	i	i	i	i	i	-1
- COc1ccccc1OCc1ccc(C(=O)Nc2ccncc2)o1
    i	i	3	-13	i	i	i	i	100*	i	-6
- COc1ccc(CN(C)C(C)C(=O)NC2CCCc3ccccc32)cc1 (stereo not given)
    i	i	-1	-9	i	i	i	i	i	i	-5
- Cc1nc2ccccc2n1CC(=O)OCC(=O)NCc1ccccc1
    i	i	-9	-7	i	i	i	i	i	i	-5
- CCCS(=O)(=O)c1c(S(=O)(=O)CCC)c2c(C)cccn2c1C(=O)OC
    i	i	1	-9	i	i	i	i	i	i	5
- Cc1c(NC(=O)c2ccc(S(=O)(=O)N3CCOCC3)cc2)cccc1[N+](=O)[O-]
    i	i	-7	-12	i	i	i	i	i	i	7
- N#C/C(=C1/CCCCCN1)c1nnc2n1CCCCC2
    i	i	-1	-5	i	i	i	i	i	i	4
- Cc1ccc(N(CCC(=O)O)S(=O)(=O)c2ccc(C)cc2)cc1
    i	i	-8	-2	i	i	i	i	i	i	-7
- CCC(=NCc1ccc(Cl)c(Cl)c1)c1nc(-c2ccco2)oc1O
    i	i	-5	-2	i	i	i	i	i	i	17
- O=C1COc2ccc(C(=O)/C=C/c3ccccc3)cc2N1
    i	i	18	-2	i	i	i	i	i	i	4
- C#CCOCCOCCOCCNc1nc(N2CCOCC2)nc(N2CCN(C(=O)[C@H](CCC(=O)O)n3cc(C(N)[C@H](C)CC)nn3)CC2)n1 (stereo not given in full)
    i	i	3	-9	i	i	i	i	i	i	1
- COc1cc(SC)ccc1C(=O)Nc1ccc(Cl)cn1
    i	i	-1	-3	i	i	i	i	i	i	0
- COC(=O)CCCC1=CC2=C(c3ccccc3)C(=O)C(C)(OC(=O)C3CCCC3)C(=O)C2=CN1CCc1c[nH]c2ccccc12 (stereo not given)
    i	i	.	-6	i	i	i	i	i	i	-3
- O=C(CC1CCCCC1)NCCS(=O)(=O)N1CCN(c2ccccc2)CC1
    i	i	.	-10	i	i	i	i	i	i	2
- CCOC(=O)N1CCN(CCC(=O)Nc2ccc(F)c(F)c2)CC1
    i	i	-3	-6	i	i	i	i	i	i	0
- CC(=O)N1CC(=O)N(CC(=O)Nc2ccc(Br)cc2)C1=S
    i	i	-5	-8	i	i	i	i	i	i	4
- COc1cc(Cl)c(C)cc1NC(=O)CSC
    i	i	14	-3	i	i	i	i	i	i	-4
- CC(OC(=O)c1cc(=O)[nH]c2ccccc12)C(=O)c1ccccc1 (stereo not given)
    i	i	3	-6	i	i	i	i	i	i	-5
- CCOC(=O)C1(Cc2ccc(OC)cc2)CCN(C(=O)c2ccoc2C)CC1
    i	i	-5	-6	i	i	i	i	i	i	-3
- COc1ccc(-c2oc3ccccc3c2C(=O)Oc2ccccc2)cc1
    i	i	6	-7	i	i	i	i	i	i	-60
- CCC(C)[C@H](NC(=O)Nc1cccc(OC)c1)C(=O)OC (stereo not given in full)
    i	i	4	-4	i	i	i	i	i	i	2
- COc1ccc(NC(=O)C2CCOC(C)(C)C2)cc1 (stereo not given)
    i	i	.	-14	i	i	i	i	i	i	-2
- Cc1ccc(/C=C/C(=O)c2c(C)nc3ccccn23)cc1
    i	i	1	-11	i	i	i	i	i	i	4
- CN(C)S(=O)(=O)c1ccc(C(=O)Nc2cc(=O)n(C)c(=O)n2C)cc1
    i	i	-2	-3	i	i	i	i	i	i	0
- CCOc1ccc(S(=O)(=O)Nc2ccccc2C(=O)N2CCCC2)cc1
    i	i	-7	0	i	i	i	i	i	i	2
- Cc1ccc(C)c(Nc2c([N+](=O)[O-])cc(C(=O)N3CC(=O)Nc4ccccc43)cc2[N+](=O)[O-])c1
    i	i	-5	-3	i	i	i	i	i	i	4
- CC(=O)Nc1ccc2c(c1)C(=O)N(c1cccc(C)c1)C2=O
    i	i	1	-15	i	i	i	i	i	i	0
- COc1ccc(-c2c[n+](CC(=O)c3ccccc3)c3n2CCCCC3)cc1
    i	i	0	-8	i	i	i	i	i	i	-9
- CN(C)S(=O)(=O)c1ccc(N2CCCC2)c(C(=O)OCC(=O)NC2CCCCC2)c1
    i	i	0	-6	i	i	i	i	i	i	7
- CC(C)C12CN3CC(C(C)C)(CN(C1)C3c1ccc3c(c1)OCO3)C2=O (stereo not given)
    i	i	-7	-7	i	i	i	i	i	i	5
- Cc1noc(C)c1C(=O)OCC(=O)Nc1cc(S(=O)(=O)N2CCOCC2)ccc1Cl
    i	i	.	-21	i	i	.	.	i	i	5
- Cc1ccc(OCC(=O)NNC(=S)NC(=O)C2CC2)c(C)c1
    i	i	0	-10	i	i	i	i	i	i	0
- N#Cc1nc(-c2ccccc2)oc1NCCCn1ccnc1
    i	i	.	-19	i	i	i	i	i	i	-29
- CCOc1ccc(S(=O)(=O)N(CC(=O)NCC(F)(F)F)Cc2ccco2)cc1
    i	i	-5	-8	i	i	i	i	i	i	-4
- COC(OC)c1ccc(C#N)c(=O)[nH]1
    i	i	-3	-11	i	i	i	i	i	i	-41
- C/C(O)=C(\N=Nc1cc(C)ccc1O)C(N)=O
    i	i	4	-16	i	i	i	i	i	i	-1
- CCN1CCc2c(sc(NC(=O)CN3C(=O)c4ccccc4C3=O)c2C(N)=O)C1
    i	i	4	-8	i	i	i	i	i	i	7
- O=C(Nc1ccccc1N1CCN(c2ccccc2)CC1)c1cccc(F)c1
    i	i	-4	-9	i	i	.	i	i	i	-6
- COC(CNC(=O)c1ccc(-n2c(=S)[nH]c3ccccc3c2=O)cc1)OC
    i	i	-2	-11	i	i	i	i	i	i	13
- CCC(C(=O)OCC(=O)Nc1ccccc1-c1ccccc1)c1ccccc1 (stereo not given)
    i	i	-5	-8	i	i	i	i	i	i	8
- O=C(CSc1nc(C(F)(F)F)cc(=O)[nH]1)N1CCOCC1
    i	i	11	-9	i	i	i	i	i	i	-5
- C/C(CC(=O)Nc1ccc(Cl)cc1)=N\NC(=O)C(=O)NCCO
    i	i	-2	-9	i	i	i	i	i	i	2

Record cards, as listed above. Screens in order: KCNK9 block	KCNQ1 block	Dyrk1A ADPGlo	hERG rescue	TRPC4 PAM	TRPC4 agonist	TMEM16A act	KCNK3 block	ANO1 block	KCNQ1 act	HDAC3 inh
COc1ccc(-c2c[n+](CC(=O)c3ccccc3)c3n2CCCCC3)cc1 reads i	i	0	-8	i	i	i	i	i	i	-9
N#Cc1nc(-c2ccccc2)oc1NCCCn1ccnc1 reads i	i	.	-19	i	i	i	i	i	i	-29
O=C(CSc1nc(C(F)(F)F)cc(=O)[nH]1)N1CCOCC1 reads i	i	11	-9	i	i	i	i	i	i	-5

(continued)
Under each structure – KCNK9 block	KCNQ1 block	Dyrk1A ADPGlo	hERG rescue	TRPC4 PAM	TRPC4 agonist	TMEM16A act	KCNK3 block	ANO1 block	KCNQ1 act	HDAC3 inh
- Cc1ccc(NC(=O)Cn2nnc(C(=O)NCCc3ccccc3)c2N)cc1Cl
    i	i	-1	-7	i	i	i	i	i	i	5
- Cc1cc(C)n2cc(CSC3=NCCS3)nc2n1
    i	i	-11	-6	i	i	i	i	i	i	-50
- CCC(=O)N1CCN(C(=O)CC)C1c1ccccc1
    i	i	3	-3	i	i	i	i	i	i	2
- O=C(NCc1ccccc1)C1Nc2ccc(OC(F)(F)F)cc2C2C=CCC12 (stereo not given)
    i	i	11	-4	i	i	i	i	i	i	-4
- Cc1cc(C)cc(NC(=S)/C(=C(\[O-])c2ccc(Cl)cc2Cl)[n+]2ccccc2)c1
    i	i	4	-14	i	i	i	i	i	i	-8
- O=C(NCc1ccco1)c1cc(S(=O)(=O)N2CCCC2)ccc1Cl
    i	i	-8	-5	i	i	i	i	i	i	-5
- O=C(Nc1ccc(CN2CCOCC2)cc1)c1ccc(Br)cc1
    i	i	2	-12	i	i	i	i	i	i	2
- CS(=O)(=O)N1CCN(CC2CC3C=CC2C3)CC1 (stereo not given)
    i	i	-3	-14	i	i	i	i	i	i	2
- CC1(C)Cc2c(C#N)c(NCCN3CCOCC3)nc(-c3ccco3)c2CO1
    i	i	8	-20	i	i	i	i	i	i	7
- COc1ccccc1NC(=O)N1CCc2c([nH]c3ccccc23)C1C(F)(F)F (stereo not given)
    i	i	-8	-7	i	i	i	i	i	i	19
- Cc1ccc(N2CC(C(=O)OCC(=O)c3ccc([N+](=O)[O-])cc3)CC2=O)cc1 (stereo not given)
    i	i	-2	-7	i	i	i	i	i	i	-6
- C=CCc1ccccc1OCC(O)CN(C(C)C)C(C)C (stereo not given)
    i	i	2	-6	i	i	i	i	i	i	0
